# Scp-1 inhibitor = inhibitors of human Scp-1 phosphatase. Q9GZU7. Recombinant Scp1, phosphopeptide, malachite green phosphate absorbance. inhibition, % at 20 µM. actives 0.88% (n = 340,000). AID 493091;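 active = inhibition above about 50% at 20 µM, limit read from the data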;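 also: plate controls were DMSO wells with enzyme for no effect and wells lacking enzyme for full effect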
#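 Times: enzyme reaction 45 min at room temperature, colour 5 min, stabilisation 30 min. Material: SCP-1 catalytic fragment, aa 76-261. Medium: Acidic Tris acetate buffer with magnesium and detergent. Signal: colorimetric free-phosphate detection, absorbance 630 nm. Read-out basis: % inhibition of SCP-1 phosphate liberation. Reagent: Phosphorylated 17-residue peptide substrate.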
# CSN inh = blocks human CSN-mediated cullin deneddylation | Purified CSN, SCF-Nedd8-OG deneddylation, fluorescence polarization | inhibition, % at 12.5 µM | actives 0.38% (n = 360,000);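 active = pattern-corrected inhibition above about 35%, with an unprinted fluorescence ratio check between 0.5 and 1.5, limit read from the data, passing the limit was not always enough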;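 also: 0% = enzyme with substrate and 100% = substrate without enzyme; some results filed as inactive read as strong as hits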
# Target sequence (Q92905 whole entry, looked up, one chain of several): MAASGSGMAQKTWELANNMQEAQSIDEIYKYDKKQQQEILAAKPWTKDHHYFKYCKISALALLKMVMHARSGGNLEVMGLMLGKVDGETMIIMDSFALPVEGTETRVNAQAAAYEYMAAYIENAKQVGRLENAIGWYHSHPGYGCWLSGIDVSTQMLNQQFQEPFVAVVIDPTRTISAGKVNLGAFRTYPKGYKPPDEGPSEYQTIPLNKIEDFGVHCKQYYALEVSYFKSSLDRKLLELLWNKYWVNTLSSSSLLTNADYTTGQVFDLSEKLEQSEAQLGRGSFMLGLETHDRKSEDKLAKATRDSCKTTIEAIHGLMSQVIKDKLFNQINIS
#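 assay system = purified human Csn5 enzyme expressed in HEK293T cells | amount = 0.24 nM enzyme | buffer or medium = Tris/NaCl/DTT buffer, pH 7.5 | reagent = 10 nM SCFSkp2-Nedd8OG | compound = one concentration, 12.5 µM, 0.25% DMSO | times = 90 min reaction at room temperature | signal = FP | read-out basis = % inhibition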
# STEP block = blocks human striatal-enriched tyrosine phosphatase | inhibition, % at 20 µM | P54829 | recombinant STEP, OMFP fluorogenic substrate, fluorescence | actives 0.25% (n = 360,000) | AID 588621;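 active = inhibition at 20 µM, scaled per plate between control wells, above about 37%, limit read from the data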;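 also: 0% = DMSO with enzyme and substrate and 100% = substrate only without enzyme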
#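 System: isolated STEP enzyme; schedule: 20 min enzyme reaction at room temperature, protected from light; medium: Bis-Tris buffer pH 6.0, 2.5 mM DTT, 0.005% Tween 20; signal: fluorescence, 480/540 nm; dosing: single compound dose of 20 µM, 1% DMSO final; also added: OMFP substrate, 25 µM final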
# SUMO1-SIM PPI = modulators of human SUMO1-mediated protein-protein interactions | P63165 | SUMO1 binding to a labelled peptide, TR-FRET, 1 h | inhibition, % at 20 µM | actives 0.33% (n = 360,000) | AID 602429; in the data active = inhibition above about 37%
# Target sequence (P63165 whole entry, looked up): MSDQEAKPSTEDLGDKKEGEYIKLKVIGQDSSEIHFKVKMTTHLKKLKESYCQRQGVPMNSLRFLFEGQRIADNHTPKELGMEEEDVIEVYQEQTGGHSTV
# Tb MetRS inh = Trypanosoma brucei MetRS inhibition; purified T. brucei MetRS, ATP depletion, Kinase-Glo luminescence; inhibition, % at 11.9 µM; actives 0.4% (n = 360,000); AID 624268;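 active = inhibition above a per-plate cutoff of the control wells' mean inhibition plus 3 SD, cut at about 5.5% in these data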;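 also: 0% = DMSO wells median and 100% = median of wells with control inhibitor compound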
#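 Dosing: 11.9 µM compound single dose, 0.9% DMSO; Assay system: purified T. brucei MetRS enzyme; Measured by: Kinase-Glo luciferase luminescence reporting remaining unconsumed ATP; Schedule: 15 min plus 2 h at 25 °C.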
# NadD block = inhibitors of Staphylococcus aureus NadD; actives 0.78% (n = 360,000); inhibition, % at 20 µM; purified NadD enzyme, colorimetric absorbance read-out; AID 602399; in the data active = inhibition above about 26%; also: some compounds past the cut are filed as inactive
# Rpn11 block = blocks the human proteasome subunit Rpn11. O00487. human 26S proteasome, Ub4-pepOG fluorescence polarization; 20S core pre-blocked with epoxomicin. calls only at 20 µM. actives 0.59% (n = 360,000). AID 588493;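 active = inhibition at 20 µM, scaled to each plate's controls, above about 33%, limit read from the data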
# Target sequence (O00487 whole entry, looked up): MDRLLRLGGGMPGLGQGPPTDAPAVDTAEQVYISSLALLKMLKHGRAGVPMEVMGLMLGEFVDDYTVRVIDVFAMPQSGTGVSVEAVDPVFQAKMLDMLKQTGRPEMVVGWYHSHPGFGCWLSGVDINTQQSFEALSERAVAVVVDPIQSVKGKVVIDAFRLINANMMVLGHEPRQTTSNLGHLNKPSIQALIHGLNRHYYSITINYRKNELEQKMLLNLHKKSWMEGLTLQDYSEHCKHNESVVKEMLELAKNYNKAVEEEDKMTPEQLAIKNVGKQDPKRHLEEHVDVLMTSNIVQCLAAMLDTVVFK
# DNMT1 inh = inhibitors of human DNMT1. actives 0.83% (n = 360,000). inhibition (reported as % activation of signal), % at 10 µM. DNMT1 molecular beacon, Hinp1I cleavage, fluorescence; in the data active = inhibition above about 50%
# LMPTP inh = LMPTP (human) inhibition; recombinant LMPTP-A, OMFP fluorogenic substrate, fluorescence intensity; P24666; AID 651560; inhibition, % at 20 µM; actives 0.22% (n = 360,000);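 active = compounds that cut the enzyme signal by at least half of the control window in the single-dose screen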;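 also: plate controls were DMSO wells with enzyme plus substrate for no effect and substrate without enzyme for full effect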
# Target sequence (P24666 whole entry, looked up): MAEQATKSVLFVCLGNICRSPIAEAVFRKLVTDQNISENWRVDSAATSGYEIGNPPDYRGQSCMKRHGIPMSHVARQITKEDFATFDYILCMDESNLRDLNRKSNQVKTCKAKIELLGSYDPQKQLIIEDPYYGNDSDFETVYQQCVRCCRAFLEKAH
#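 Assay system: LMPTP-A, protein tyrosine phosphatase of low molecular weight / Medium: pH 6.0 Bis-Tris buffer with DTT and Triton X-100 / Schedule: 50 min enzyme reaction at room temperature, protected from light / Measured by: endpoint fluorescence intensity from OMFP dephosphorylation / Read-out basis: % inhibition relative to no-enzyme and uninhibited control wells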
# PABP1 MLLE inh = inhibitors of microRNA-mediated deadenylation, human PABP1 MLLE binding; P11940; GST-MLLE / FITC-PAM2 fluorescence polarization; inhibition, % at 20 µM; actives 0.36% (n = 360,000); in the data active = inhibition above about 35%, passing the limit was not always enough;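 also: plate controls were DMSO wells with GST-MLLE for no effect and wells lacking GST-MLLE protein for full effect; some results filed as inactive read as strong as hits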
# * = called active by the depositor; i = inactive; x = not tested or not shown; + = active, no number.
canonical_smiles	Scp-1 inhibitor	LMPTP inh	STEP block	CSN inh	Rpn11 block	PABP1 MLLE inh	NadD block	Tb MetRS inh	SUMO1-SIM PPI	DNMT1 inh
CCOC(=O)NC(=O)/C(N=Nc1cc(C)cc(C)c1)=C(\C)O	-1	0.7	5	0	i	-3	-6	-1.2	1	-2
Cn1c(-c2ccc(F)cc2)cnc1NCc1ccccc1F	-3	-0.1	2	6	i	11	1	-1.2	1	-1
CN(C)S(=O)(=O)c1ccc(NC(=O)C2CC3C=CC2C3)cc1 (centres undefined)	-2	-1.1	2	0	i	1	-6	-0.5	0	-2
Cc1cc(C)cc(N(CC(=O)NCc2ccc(F)cc2)C(=O)c2snc(C(N)=O)c2N)c1	-9	0.5	-2	1	i	0	-1	-0.2	-4	3
Cc1ccc(N(CC(=O)NC2CCCCC2)S(=O)(=O)c2c(C)nn(C)c2C)cc1	-5	0.1	-4	0	i	4	-2	-0.1	1	2
CC(C)Cc1nnc(NC(=O)CSc2ccccn2)s1	14	-0.1	-1	-5	i	13	2	-2.6	-3	4
O=S(=O)(Nc1c(O)ccc2ccccc12)c1ccccc1	-34	0.8	1	5	i	-4	-4	-0.6	-7	-10
O=c1cc(-c2cccc(F)c2)[nH]c2ccccc12	-3	-1.6	1	1	i	9	-3	-0.3	-3	3
CCCOc1ccc(-c2nnn(CC(=O)c3c[nH]c4ccccc34)n2)cc1	-12	2.6	1	16	+	-20	13	-0.4	0	14
COc1ccc2oc(C)c(C(=O)c3ccc([N+](=O)[O-])cc3)c2c1	-12	1.6	7	0	i	1	-6	-0.3	-25	-9
O=C(CC1C[C@H](C(=O)N2CCCCC2)[C@@]2(CCc3ccccc3)c3[nH]c4ccccc4c3CCN2C1=O)NCc1cccc(C(F)(F)F)c1 (some centres undefined)	-4	2.5	0	-4	i	10	24	-0.3	0	-7
Cn1c(=O)c2c(-c3ccccc3)n(-c3ccccc3O)cc2n(C)c1=O	-3	-0.9	-3	-4	i	-3	-2	-0.5	-6	-3
CCn1cnc2sc(C(=O)N(Cc3ccc(N(C)C)cc3)Cc3ccco3)c(C)c2c1=O	4	3.1	1	-1	i	-10	-4	-0.3	3	-4
O=C(CN1CCOCC1)Nc1ccc2c(c1)OC(F)(F)O2	-1	-0.6	2	-4	i	-7	6	-0.4	2	2
O=C(c1ccco1)N1CCN(C(c2ccccc2Cl)c2nnnn2Cc2ccco2)CC1 (centres undefined)	0	-0.7	4	6	i	6	1	0.2	-1	2
COc1ccc(C(C)=O)cc1COC(=O)C(CO)NS(=O)(=O)c1ccc(Br)cc1 (centres undefined)	-3	-0.3	0	1	i	-14	-8	-0.7	-1	-4
CC1CCCC(C)N1C(=O)COC(=O)CCC(=O)c1ccc(F)cc1 (centres undefined)	-4	0.1	-1	0	i	18	0	-0.1	1	4
CC(=O)N1CCC2(CC1)CC(=O)c1cc(OCC(=O)NCc3ccc(C)cc3)ccc1O2	-2	-1.2	-3	-1	i	6	0	0.0	-6	2
CCN(CC(=O)NCc1cccs1)C(=O)Cc1ccc(Cl)c(Cl)c1	-15	-1.8	-1	6	i	12	-4	-0.4	4	4
O=C(CCNC(=O)c1ccc([N+](=O)[O-])cc1)Nc1ccc(F)cc1	-5	-1.2	-2	-2	i	2	-2	-0.3	-27	-1
Cn1ccc(=NC=C(C#N)C#N)c2ccccc21	-7	-0.4	1	-3	i	-32	-6	1.7	-26	1
CC(C)CC(NC(=O)C(NC(=O)OC(C)(C)C)C(C)C)C(N)=O (centres undefined)	-3	0.2	-2	1	i	-1	0	-0.2	1	10
CCCn1nnc(NC(=S)NC(=O)c2cccs2)n1	4	-0.8	-2	-5	i	17	-2	1.5	-4	-1
Cc1ccc(NC(=O)Cn2c(=O)cnc3ccccc32)cc1S(=O)(=O)N1CCCCC1	-1	-0.4	-2	1	i	-42	-1	-0.3	-19	-3
N#Cc1cc(-c2ccccc2)oc1NC(=O)c1ccco1	-11	-1.6	0	2	i	3	-1	0.2	0	1
COC(=O)[C@]1(Sc2ccc(C)cc2)CC(=O)N[C@@H]1c1ccco1	x	-1.6	x	-1	x	x	3	-1.2	1	x
CCCCCCCCCCCC(=O)NC1CCS(=O)(=O)C1 (centres undefined)	-1	-0.4	2	-4	i	-5	-8	-0.1	0	-2
Cc1c(N(C)C(=O)c2ccc3c(c2)OCO3)c(=O)n(-c2ccccc2)n1C	-9	-3.0	-2	-2	i	2	0	-0.9	0	-3
O=C(Nc1ccc(OCc2ccccc2)cc1)c1cccc([N+](=O)[O-])c1	0	0.0	1	-10	i	3	0	-0.5	1	6
O=C(CCN1C(=O)C2C3C=CC(C3)C2C1=O)Nc1ccc2c(c1)OCO2 (centres undefined)	-14	0.0	5	-3	i	4	-8	-1.2	-1	-3
Nc1cccc(-c2cn3cccnc3n2)c1	-1	0.0	-1	6	i	-4	1	0.1	-10	-2
NC1=NC(=O)C(c2ccccc2)(c2ccccc2)S1	0	0.3	0	-9	i	2	0	-0.3	4	1
S=C(NCCc1ccccc1)N1CCCC1	-9	0.2	3	1	i	-134	0	-0.5	-2	-3
CSCc1cc(C(=O)NC2CC2)c(N)s1	x	3.4	x	5	x	x	x	-0.8	-3	x
O=C(NCCc1nc2ccccc2[nH]1)/C(=C/c1ccco1)NC(=O)c1ccc(Br)cc1	-4	-0.5	1	-4	i	-12	-2	4.5	8	-6
CCOc1cccc(CNCCNC(=O)c2nonc2N)c1	-4	-3.2	0	0	i	-6	-8	-0.5	-2	0
CC(=O)c1ccc(NC(=O)C(C)Sc2nnc(C3CC3)n2C2CC2)cc1 (centres undefined)	2	-1.3	-1	-2	i	5	-2	-0.3	1	4
O=[N+]([O-])c1cc(S(=O)(=O)Nc2ccccc2)ccc1N1CCN(c2ccc(O)cc2)CC1	-11	1.1	-2	1	i	19	2	-0.7	-12	-9
Cc1cc(OC(=O)c2ccccc2Br)c([N+](=O)[O-])c(=O)[nH]1	-7	-1.8	1	4	i	-1	7	-0.4	0	5
Cc1cccc(OCCn2cc(/C=N/NC(=O)c3ccncc3)c3ccccc32)c1	-13	1.2	0	-1	i	5	-2	0.1	-5	0
Cc1nn(C(C)C(=O)Nc2ccc(Cl)cn2)c(C)c1[N+](=O)[O-] (centres undefined)	-8	-0.8	-7	-3	i	-5	5	-1.4	-4	3
CCOc1ccc(C(=O)COC(=O)c2nc3nccc(C)n3n2)cc1	-8	-3.0	2	1	i	-6	1	-0.2	4	-5
CCOC(=O)CN(C(=O)CSc1nnc(CNc2ccc(F)cc2)n1C)c1ccccc1	2	-0.1	1	2	i	-12	-1	-0.4	-1	4
O=C(COC(=O)c1ccc2c(c1)C(=O)N(CCc1ccccc1)C2=O)Nc1ccc(OC(F)F)cc1	-9	0.9	-1	-6	i	21	-6	0.5	-10	20
COc1ccc(C)cc1S(=O)(=O)Nc1ccccc1C	-12	-0.9	-2	-3	i	-14	-10	-0.4	-3	-2
Cc1ccc(CNC(=O)CC[C@H]2O[C@@H](n3cc(C)c(=O)[nH]c3=O)C[C@@H]2O)o1	x	-2.1	4	6	i	3	-6	0.9	5	5
C/C(=N\NC(=O)c1ccc(Cl)cc1)c1cccc(NC(=O)c2cccnc2)c1	-8	-0.1	-2	2	i	11	6	-0.5	-5	-1
COc1cc2c(C(=O)N3CCN(C)CC3)c(CSc3ccccc3)n(C)c2cc1Br	-5	-1.0	-1	-4	i	27	-7	-0.7	17	-11
CCCNC(=O)c1ccc(Cl)c(Cl)c1	-6	0.7	-1	1	i	-12	3	-1.1	-3	-5
Cc1ccc(NC(=O)CCNC(=O)c2ccccc2Cl)cc1S(=O)(=O)N(C)C	-2	0.2	-4	2	i	-8	0	-0.3	-2	7
CCOc1cccc(C(=O)Nc2ccncc2)c1	-5	-1.6	-2	-1	i	-7	0	-0.3	2	-6
Cc1nnc(-c2ccccc2)[nH]c1=O	-1	-1.5	0	-3	i	2	-3	-0.8	3	1
CCCCN1C(=N)N([C@@H](C)CN2CCC[C@H]2CN2C(N)=NC[C@H]2CC(C)C)C[C@H]1[C@H](C)CC	-2	-4.1	-2	-1	i	9	-7	-0.4	-16	6
CC(C)(C)c1ccc(-c2nc(C#N)c(NCc3cccnc3)o2)cc1	-5	4.5	3	1	i	-5	2	-1.2	-1	-8
COc1ccc(Cl)cc1C(=O)CSc1nc(N)cc(N)n1	-2	1.5	-2	1	i	25	2	-0.2	-1	-7
O=C(C(=O)N1CCN(c2ccc([N+](=O)[O-])cc2)CC1)c1cn(CC(=O)N2CCOCC2)c2ccccc12	-7	1.0	1	6	i	-6	4	-0.4	-33	-3
COc1ccc(C2(c3ccc(OC)cc3)NC(=O)N(CC(=O)NC(C)C)C2=O)cc1	-3	-0.6	-2	-1	i	-8	1	-0.6	1	0
O=C1c2ccc(Oc3ccc4c(c3)C(=O)N(CCCCO)C4=O)cc2C(=O)N1CCCCO	-2	-1.5	-1	-2	i	1	-7	0.6	-17	2
CSc1ccccc1C(=O)N1CCC(CCC(=O)NCc2ccc(F)cc2)CC1	-5	-0.3	1	-3	i	-12	3	-0.1	4	-2
O=C(c1ccc(N2CCOCC2)c([N+](=O)[O-])c1)N1CCN(S(=O)(=O)c2cccs2)CC1	-3	2.1	-2	1	i	-9	-1	0.2	-17	0

# Profiles as entered above. Screens in order: Scp-1 inhibitor, LMPTP inh, STEP block, CSN inh, Rpn11 block, PABP1 MLLE inh, NadD block, Tb MetRS inh, SUMO1-SIM PPI, DNMT1 inh
# CSc1ccccc1C(=O)N1CCC(CCC(=O)NCc2ccc(F)cc2)CC1 as listed: -5, -0.3, 1, -3, i, -12, 3, -0.1, 4, -2
# O=C(Nc1ccc(OCc2ccccc2)cc1)c1cccc([N+](=O)[O-])c1 as listed: 0, 0.0, 1, -10, i, 3, 0, -0.5, 1, 6

# Assay outcomes: PubChem BioAssay, several laboratories
